hiPSC survival: enhancers of single-cell hiPSC survival, primary screen, ATPlite luminescence. 100% = ROCK inhibitor wells, 0% = DMSO. 360,000 compounds, 0.044% hits. survival enhancement, % at 20 µM; in the data active = survival enhancement above about 18%;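 also: cells exposed to compounds for 16 hours before the ATP read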
NR2E3 ag-1: NR2E3 agonists in two-hybrid cells, primary screen, cell-based, luminescence, CHO-S, Gal4-NCOR/VP16-NR2E3; Photoreceptor-specific nuclear receptor (Homo sapiens), Q9Y5X4; luciferase; inhibition of corepressor binding, % at 3.98 µM; 360,000 compounds, 0.35% hits; AID 602229, 2012;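 active = inhibition above the mean of all tested compounds plus 3 SD, cut at about 70% in these data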;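 also: 0% = DMSO with NR2E3 transfected cells and 100% = cells lacking NR2E3 construct; higher means lower luciferase signal from less NR2E3 corepressor binding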
Target sequence (Q9Y5X4 whole entry, looked up, the tested form may be a part): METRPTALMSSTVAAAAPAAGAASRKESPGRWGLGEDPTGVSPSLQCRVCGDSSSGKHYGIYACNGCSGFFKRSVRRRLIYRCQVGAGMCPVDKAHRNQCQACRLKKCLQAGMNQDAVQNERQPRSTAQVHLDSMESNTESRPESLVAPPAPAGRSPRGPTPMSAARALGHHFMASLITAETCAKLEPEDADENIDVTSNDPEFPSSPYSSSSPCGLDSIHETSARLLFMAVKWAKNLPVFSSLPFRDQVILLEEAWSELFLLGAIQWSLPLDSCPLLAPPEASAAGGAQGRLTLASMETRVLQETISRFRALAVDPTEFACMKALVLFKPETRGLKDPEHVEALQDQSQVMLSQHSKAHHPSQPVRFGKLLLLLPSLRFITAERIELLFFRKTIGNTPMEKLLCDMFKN
Peg3 promoter: Peg3 promoter-driven luciferase inhibitors, primary screen, cell-based, HeLa, luciferase luminescence. HeLa PEG-Prom luciferase reporter, overnight. inhibition, % at 20 µM. 360,000 compounds, 1.7% hits;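 active = inhibition of at least 50% at 20 µM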
PDI inh: inhibitors of human PDI, primary screen, biochemical, turbidity, single point, plate reader | 350,000 compounds, 0.052% hits | AID 588391, 2011 | PDI insulin aggregation turbidity, A650, 90 min | inhibition, % at 10 µM;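 active = mean inhibition across replicates of 30% or more, whatever share of single replicates reach that level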;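 also: absorbance from insulin aggregation driven by PDI reduction with DTT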
Shn3 inh set2: reduction of Shn3 3'UTR firefly luciferase signal, primary screen, Schnurri-3 inhibitor project, cell-based, Clone20 osteoblasts, set 2 | Clone20 osteoblast Shn3 3'UTR firefly luciferase, 24 h | inhibition, % at 12.5 µM | 360,000 compounds, 0.52% hits;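 active = mean inhibition of at least 75% with every replicate also reaching 75%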;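 also: 0% = median of neutral control wells and 100% = pilot-screen positive control compound; some compounds past the cut are filed as inactive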
CaV13 ICDI inh: Disruptors of the CACNA1D IQ motif to Ca2+-dependent inactivation inhibitor domain association, primary screening, Förster resonance energy transfer in intact living …; HEK cells, CFP/YFP FRET ICDI-IQ, plate reader, 10 min; percent FRET-ratio fall versus neutral wells; inhibition, % at 12.3 µM; 340,000 compounds, 0.098% hits; AID 743397;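 active = mean replicate inhibition of at least 30% and at least 1% of replicates passing that level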;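 also: 0% = median of the neutral control wells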
HTR2A ag: mouse Htr2a agonists via beta-arrestin recruitment, primary screen, cell-based, luminescence | 5-hydroxytryptamine receptor 2A (Mus musculus), P35363 | CHO-K1 mHTR2A beta-arrestin complementation; percent of 30 µM serotonin response | activation, % at 7.6 µM | 360,000 compounds, 0.66% hits | AID 624169, 2012;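 active = activation above a run cutoff, the mean activation of all tested compounds plus 3 SD, cut at about 14% in these data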;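 also: 0% = plate median of compound wells and 100% = 30 µM serotonin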
Target sequence (P35363 whole entry, looked up): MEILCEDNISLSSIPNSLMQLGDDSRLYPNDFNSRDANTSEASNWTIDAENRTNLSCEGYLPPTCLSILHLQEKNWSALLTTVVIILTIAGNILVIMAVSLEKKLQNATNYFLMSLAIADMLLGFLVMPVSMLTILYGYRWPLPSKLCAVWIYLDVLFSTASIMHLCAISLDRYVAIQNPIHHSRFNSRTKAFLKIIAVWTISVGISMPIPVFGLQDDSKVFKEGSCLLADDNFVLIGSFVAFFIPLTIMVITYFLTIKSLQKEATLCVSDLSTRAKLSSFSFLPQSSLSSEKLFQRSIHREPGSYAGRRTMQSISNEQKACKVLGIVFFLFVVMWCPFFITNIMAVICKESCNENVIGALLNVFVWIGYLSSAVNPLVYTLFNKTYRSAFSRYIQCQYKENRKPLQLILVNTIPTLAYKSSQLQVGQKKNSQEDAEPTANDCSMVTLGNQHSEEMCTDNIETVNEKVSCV
Cardio protect: cardioprotection against H2O2-induced cell death, primary screen, uHTS, H9c2 cells, ATPLite luminescence; 360,000 compounds, 0.63% hits; protection from H2O2 cell death, % at 20 µM; H9c2 cardiomyocytes, H2O2 injury protection, 2 h;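 active = compounds giving at least 50% protection of heart cells from peroxide-induced death in the single-dose screen, raw or plate-pattern-corrected value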;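 also: 0% = DMSO wells with peroxide and 100% = DMSO wells without peroxide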
NR2E3 ag-2: inhibitors of NR2E3-RetCOR corepressor binding, primary screen, NR2E3 agonist project, biochemical, TR-FRET, GST-NR2E3, biotin-RetCOR; Photoreceptor-specific nuclear receptor (Homo sapiens), Q9Y5X4; 1536-well; inhibition of corepressor binding, % at 4.78 µM; 320,000 compounds, 0.12% hits; AID 2300, 2010;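 active = percent inhibition above the cutoff of mean plus 3 SD of all tested compounds, set per screening campaign, cut at about 20% in these data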;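 also: 0% = DMSO wells and 100% = biotin wells as full block of FRET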
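Assay system: NR2E3–RetCOR corepressor complex. Quantity: 1.35 nM GST-NR2E3. Buffer or medium: pH 7.5 Tris-based buffer. Reagent: biotinylated RetCOR corepressor at 7 nM final. Schedule: 5 h at 4 °C. Detection: TR-FRET, emission read at 617 and 671 nm. Replicates: one well per compound, singlicate testing.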
MITF TRPM1 inh: inhibitors of MITF-dependent TRPM1 promoter reporter, primary screen, cell-based, SK-MEL-5, single point, luciferase | 330,000 compounds, 0.83% hits | SK-MEL-5 TRPM1 promoter luciferase, 24 h | inhibition, % at 12.5 µM;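 active = mean inhibition across replicates of 60% or more, whatever share of single replicates reaches that level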; also: values of inactives mirror those of a sister screen read the other way
HIF-2a block: HIF-2a reporter inhibitors, primary screen, luminescence, 786-0 RCC cells; 786-0 RCC cells HIF-2a reporter, luciferase luminescence, overnight; inhibition, % at 18.8 µM; 360,000 compounds, 0.72% hits; AID 624352, 2012;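 active = inhibition of the luminescence signal of 40% or more relative to plate controls, in a single-dose primary screen at 18.75 µM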
An asterisk follows results filed as active; x = no result given. Outcome played no part in choosing rows, and some 3.9% of all compounds hit somewhere here.

SMILES	hiPSC survival	NR2E3 ag-1	Peg3 promoter	PDI inh	Shn3 inh set2	CaV13 ICDI inh	HTR2A ag	Cardio protect	NR2E3 ag-2	MITF TRPM1 inh	HIF-2a block
COc1ccc(C2CC(=O)C(C=NCC(C)C)=C(O)C2)cc1 (configuration not stated)	0.3	-17	18	0	7	-2	4	2	x	11	18
C=C1CCN([C@H](C(=O)NCc2ccc(OC)cc2)C(C)C)S(=O)(=O)c2ccccc21	-1.5	8	2	-2	1	-5	-8	6	-1	5	13
COc1ccc(C2C(C#N)=C(N)N(Nc3ccccc3)C3=C2C(=O)CC(C)(C)C3)cc1C (configuration not stated)	3.7	-1	16	0	9	-7	8	-2	1	15	-36
CCn1c(Cc2ccc(OC)cc2)nnc1SCC(=O)Nc1nc2ccccc2s1	-0.7	-17	5	0	-5	-5	-2	4	1	4	2
Cc1ccc(S(=O)(=O)N2CCC(c3nnc(SCCN4CCCC4)n3C)CC2)cc1	-0.5	-20	15	-6	-15	-3	3	2	5	2	4
Cc1ccc(C(=O)Nc2ccc(C(=O)N3CCCCC3C)cc2)cc1 (configuration not stated)	1.7	-8	-8	2	11	-1	-4	4	3	-1	-14
CCOC(=O)NC1(C(F)(F)F)N=C(c2ccccc2)NC1=O (configuration not stated)	-1.4	-4	-9	1	9	-4	3	14	0	10	11
Cc1ccc(NC(=O)Cn2c(CCC(=O)O)ccc2-c2cccs2)cc1	1.3	-7	-6	-5	-61	-8	-2	-3	-1	-7	-2
Fc1cccc(C2CC(c3cccc(Br)c3)Nc3nnnn32)c1 (configuration not stated)	-1.9	-10	26	-5	10	-5	0	4	-2	19	34
O=C(C1=C(O)C(=O)N(CCN2CCOCC2)C1c1ccccc1)c1cccs1 (configuration not stated)	-0.4	-3	-3	0	-3	-4	-1	0	4	-6	5
CCOC(=O)c1ccc(NC(=O)CNC(=O)c2ccccc2)cc1	0.1	10	8	8	-5	-5	5	2	-3	1	7
Cc1ccc(C(O)C(=O)c2ccco2)cc1 (configuration not stated)	4.6	4	6	-6	-3	-7	-2	2	7	9	15
Cc1ccc(N2CCN(/N=C/c3c(C)nn(-c4ccccc4)c3Cl)CC2)cc1	7.8	13	11	-5	18	-18	7	-5	-1	-5	20
Cc1cc(C)n(C(C)CNS(=O)(=O)c2ccc(Cl)cc2)n1 (configuration not stated)	0.0	-28	26	-12	5	-4	6	-6	5	-6	15
Cc1[nH]nc2oc(=O)c(CCO)c(C)c12	-0.8	5	12	-1	13	-5	2	-4	-10	-5	7
COc1ccc(NCc2nnc(SCC(=O)Nc3cccc(C)c3)o2)cc1	-0.9	-26	-18	-1	-29	-5	3	-6	1	-7	-32
O=C(Cc1ccc2c(c1)OCCO2)Nc1cc(C(F)(F)F)ccc1N1CCOCC1	0.0	10	16	-10	10	-6	3	-6	x	1	8
C=CCNC(=S)Nc1ccccc1-c1nnc2n1CCCCC2	-0.1	6	-3	-5	6	-2	2	0	3	2	0
Cc1ccc(-c2nc(=S)c3c(n2CCN2CCOCC2)CC(C)(C)OC3)cc1	-2.8	-9	-10	1	-1	0	-3	4	1	-2	-5
CCc1nc2ccc(C(=O)NC3CCN(Cc4ccccc4)CC3)cn2c1N(C)Cc1cc2ccccc2s1	-2.2	-5	94*	9	49	-4	-7	-30	x	x	-4
O=C(Nc1ccc([N+](=O)[O-])cc1)Nc1ccon1	-0.4	-3	-1	4	13	-7	-2	-12	0	36	-11
NNC(=O)CNc1cccc(Br)c1	-0.4	-7	8	10	10	-3	0	0	-3	-19	4
CCN(c1ccccc1)S(=O)(=O)c1cc2c3c(c1)C(C)C(=O)N3CCC2 (configuration not stated)	-0.5	-6	8	1	23	-3	-5	7	-2	-11	7
COc1cccc(CN(C)C(=O)C23CC4CC(CC(C4)C2)C3)c1	0.3	0	6	-11	-1	-7	-5	-6	1	10	17
O=C(CSc1ccc([N+](=O)[O-])cc1)Nc1cccc(S(=O)(=O)Nc2ccccc2F)c1	2.1	-7	-14	6	23	-4	-6	-7	3	-3	-7

More results
SMILES	hiPSC survival	NR2E3 ag-1	Peg3 promoter	PDI inh	Shn3 inh set2	CaV13 ICDI inh	HTR2A ag	Cardio protect	NR2E3 ag-2	MITF TRPM1 inh	HIF-2a block
Cc1ccccc1NC(=O)Cn1c(=O)n(C)c2ccccc21	-1.7	-10	-11	-3	-1	x	4	12	3	17	15
O=C(Nc1ccccc1C(=O)O)c1cccc(NC(=O)c2ccco2)c1	-0.3	-17	13	-5	20	-3	3	5	5	2	23
Cc1ccc(-c2csc(N)n2)cc1	-0.7	-57	-183	0	-54	-5	-9	-7	x	-45	-171
COc1ccc(C2=NN(CCC(=O)NCc3ccc4c(c3)OCO4)C(=O)CC2)cc1	0.0	5	4	-1	-10	-5	1	0	0	2	15
COc1ccccc1NC(=S)N1CCN(C(=O)C2CCCO2)CC1 (configuration not stated)	-0.1	26	-9	-3	7	-6	4	1	5	-3	12
COc1ccc(Cc2c(O)nc(SCC(=O)c3ccc(OC)cc3)[nH]c2=O)cc1	-1.4	-37	-6	6	-1	1	0	5	-1	4	3
Cc1cccc(Cc2nnc(CCC(=O)N(C)C3CCOC3)o2)c1 (configuration not stated)	-0.5	-14	-66	2	-26	-5	0	-4	3	-23	-93
CC(C)CCNC(=O)CN(Cc1ccc2c(c1)OCO2)C(=O)CCC(=O)Nc1ccccn1	0.6	-8	-1	-6	11	-1	0	-5	2	2	26
Cc1cc(OCCN2CCCC2)ccc1C(C)C	-2.6	-15	19	0	-6	x	0	-7	0	-5	-6
Nc1nonc1C(=O)NCCNS(=O)(=O)c1ccc(Br)cc1	1.4	-8	12	5	-3	-8	0	-1	-1	10	14
Cc1ccc(S(=O)(=O)Nc2cccc(-c3cn4ccsc4n3)c2)cc1	1.2	1	2	-10	15	x	1	-17	4	11	-24
CCC(C)NC(=O)CC(c1ccccc1)c1cc(C)ccc1O (configuration not stated)	-1.8	-9	30	5	12	-6	-4	1	5	-2	7
CCOc1ccc(S(=O)(=O)N(C)C2CCCCC2)cc1	-0.5	-14	12	-3	4	-10	-9	-5	0	-21	2
CCOC(=O)C1CCN(C(=O)CSCCSCC(=O)N2CCC(C(=O)OCC)CC2)CC1	2.1	-10	8	-2	0	x	1	-4	4	-5	1
CCc1ccc(N2CC(C(=O)Nc3ccc(C)c(S(=O)(=O)N4CCOCC4)c3)CC2=O)cc1 (configuration not stated)	-0.7	-2	8	0	18	-3	-1	-6	4	8	3
CC(=O)c1ccc(N2CCN(S(=O)(=O)c3cc(-c4cc(C)no4)ccc3C(C)C)CC2)cc1	-0.1	-4	-17	1	8	-7	4	-3	-1	14	11
CCCNCC1C(Oc2ccc(Cl)cc2Cl)C(=O)N1c1cccc(C)c1C (configuration not stated)	1.9	18	62*	23	28	-3	17*	-23	4	11	6
Cc1nc(-c2ccc(S(=O)(=O)Nc3cccc(Cl)c3)cc2)co1	-0.5	35	4	-6	-10	-14	-4	-5	0	-2	6
CCOC(=O)c1cc2c(=O)n3ccccc3nc2n(Cc2ccco2)c1=NC(=O)c1cccc(OC)c1	1.0	-10	-13	4	-19	-3	-1	31	1	0	-10
CCOc1ccc(N(Cc2ccc(C(=O)O)cc2)S(=O)(=O)c2ccc(C)cc2)cc1	1.8	-19	41	4	-7	-9	-3	4	2	17	19
Cc1c2c(nc3c(C(=O)NC4CC4)cnn13)CCCC2	4.2	-18	-126	-2	-27	-5	-1	-5	0	-26	-124
CC(=O)Nc1ccc(NC(=O)CSc2nnc(-c3ccc4c(c3)OCO4)o2)cc1	0.3	-10	-150	4	-15	-6	-5	0	x	-24	-85
Cc1cc(NC(=O)c2ccccc2)n(-c2nc3ccccc3[nH]2)n1	-0.9	0	22	3	5	-4	0	1	2	-7	-18
CC(C)CCOCC(O)CCC(=O)NNC(=S)Nc1ccccc1 (configuration not stated)	-0.6	-18	-13	11	17	-4	-1	1	3	-23	-7
Cc1cc(=O)n2nc(-c3ccccc3)sc2n1	0.4	-48	-152	1	-70	-5	3	-4	2	-30	-148

No new results follow: entries from further up.
SMILES	hiPSC survival	NR2E3 ag-1	Peg3 promoter	PDI inh	Shn3 inh set2	CaV13 ICDI inh	HTR2A ag	Cardio protect	NR2E3 ag-2	MITF TRPM1 inh	HIF-2a block
COc1ccc(C2CC(=O)C(C=NCC(C)C)=C(O)C2)cc1 (configuration not stated)	0.3	-17	18	0	7	-2	4	2	x	11	18
C=C1CCN([C@H](C(=O)NCc2ccc(OC)cc2)C(C)C)S(=O)(=O)c2ccccc21	-1.5	8	2	-2	1	-5	-8	6	-1	5	13
